mcGAS inh: mouse cGAS inhibition by luminescence; inhibition, % at 12.5 µM; Q8C6L5; recombinant cGAS, Kinase-Glo ATP depletion luminescence; hit rate 0.15% among 160,000;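 note: 0% = negative control wells and 100% = reference inhibitor with no enzyme activity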
hcGAS inh: blocks human cGAS activity | inhibition, % at 12.5 µM | recombinant h-cGAS, ATP depletion, Kinase-Glo luminescence | hit rate 0.081% among 290,000 | Q8N884 | AID 1259398;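 note: 0% = vehicle reaction and 100% = reaction without DNA for no activity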
Target sequence (Q8N884 whole entry, looked up): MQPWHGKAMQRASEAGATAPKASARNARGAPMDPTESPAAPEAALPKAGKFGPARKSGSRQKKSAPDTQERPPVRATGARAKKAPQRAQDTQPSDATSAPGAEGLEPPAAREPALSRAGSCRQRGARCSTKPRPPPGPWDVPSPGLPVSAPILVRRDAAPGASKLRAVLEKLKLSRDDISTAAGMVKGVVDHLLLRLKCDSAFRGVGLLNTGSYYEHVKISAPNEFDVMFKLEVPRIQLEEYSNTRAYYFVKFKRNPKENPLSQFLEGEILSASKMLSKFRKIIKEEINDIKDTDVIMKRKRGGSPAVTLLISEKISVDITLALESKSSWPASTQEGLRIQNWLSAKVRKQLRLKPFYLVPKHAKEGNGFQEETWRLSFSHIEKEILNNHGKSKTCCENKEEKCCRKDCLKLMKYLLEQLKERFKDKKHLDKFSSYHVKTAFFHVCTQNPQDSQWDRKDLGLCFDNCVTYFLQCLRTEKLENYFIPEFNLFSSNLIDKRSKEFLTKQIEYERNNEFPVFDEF
NPYLR7 ag: mosquito NPYLR7 agonism. HEK293T NPYLR7/Galpha15, GCaMP6s calcium fluorescence. activation, % at 10 µM. hit rate 0.15% among 270,000. AID 1259423; in the data active = activation above about 40%;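 note: 0% = vehicle and 100% = reference agonist at the receptor; some compounds past the cut are filed as inactive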
Numbers without * were called inactive; · = not tested or not shown; & = joins results of further samples. Cut-off read from the data, not from the text of the source, unless noted: active = inhibition above about 40%; inactive = the rest. Rows are unselected; overall some 0.26% were active at least once.

canonical_smiles	NPYLR7 ag	mcGAS inh	hcGAS inh
CCC(C)C(NC(=O)c1cccc(C(F)(F)F)c1)C(=O)Nc1nnc(-c2ccc(N(C)C)cc2)s1 (centres undefined)	10.0	-4.5	-5.3
O=C(O)CNc1cccc(C(=O)N2CC=CC2)c1	-3.6	·	2.4
CCc1[nH]n(-c2ccccc2)c(=O)c1C1=C([n+]2cc(C)cc(C)c2)C(=O)N(c2ccccc2)C1=O	-5.5	-6.1	0.4
CCc1ccc(-n2c(C)cc(C=NO)c2C)cc1	6.5	·	-5.4
c1ccc(-c2ncn(CCN3CCCC3)c2-c2nc3ccccc3[nH]2)cc1	4.2	·	-5.2
CCC1=NOC(C(=O)NCc2csc(-c3cnccn3)n2)C1 (centres undefined)	18.8	·	-4.8
CCCCn1c(C)c(C)n2c3c(=O)n(CCC(=O)OC)c(=O)n(C)c3nc12	-1.8	·	0.8
O=C(Nc1ccc2c(c1)CN(C(=O)Cc1ccsc1)CC2)C1CCCO1 (centres undefined)	2.0	·	-2.5
CC1=C(C(=O)OCCOc2ccccc2)C(c2cccc(Oc3ccccc3)c2)NC(=O)N1 (centres undefined)	-2.6	-4.2	-2.3
CN1CCN(c2ccc(S(=O)(=O)N3CCOCC3)cc2N)CC1	1.2	-6.7	-9.4
O=c1cc(-c2ccccc2)nc(SCCOc2ccccc2)[nH]1	11.2	·	-3.3
Cc1cc(C)n(CCN(C)C(=O)CC2(c3ccccc3Cl)CC(=O)N(C3CCCC3)C2=O)n1 (centres undefined)	18.5	-11.9	-10.5
COc1cc(C)cc2c1OC/C(=C\c1ccc(C#N)o1)C2=O	0.0	·	-6.6
FC(F)n1c(=S)[nH]c2ccccc21	9.9&5.4	·	-8.0&-7.2
COc1ccc(S(=O)(=O)N2CCN(Cc3nnnn3-c3ccccc3)CC2)cc1	1.5	-10.1	-5.9
CCc1nc2ccc(C(=O)NCc3ccc(OC)cc3)cn2c1N(C)C(=O)c1ccncc1	17.5	-3.2	-6.5
O=S(=O)(c1ccccc1Br)N1CCN(CC2CCCO2)CC1 (centres undefined)	-0.1	·	-2.9
Fc1cc(F)cc(CN(Cc2ccccc2)Cc2cccn2Cc2ccc(C(F)(F)F)cc2)c1	25.8	-4.4	-8.4
COC(=O)[C@@H](NC(=O)C1CCN(c2nc(C)c3cc(C)ccc3n2)CC1)C(C)C	8.6	-3.9	2.4
Fc1ccc(CN2CCCn3cccc3C2c2ccoc2)cc1Cl (centres undefined)	-8.2	0.2	0.3
CC(=O)c1cccc(NC(=O)CCCc2nc(-c3ccccc3)no2)c1	11.3	-6.6	-14.1
Clc1cccc(CSc2nnc3ccc(-c4ccncc4)nn23)c1	-14.8	-7.7	-4.8
CCCc1noc(CN2CCN(c3ccccc3C)CC2C)n1 (centres undefined)	9.0	·	-9.2
Cc1sc(N/N=C\c2ccco2)nc1-c1ccccc1	1.5	-3.5	-1.7
O=C(Cn1ccnc1-c1ccccc1)N1CCCC2(CCNCC2)CC1	4.4	·	1.2

Overlap with the part before: 4 compounds; new compounds follow.
canonical_smiles	NPYLR7 ag	mcGAS inh	hcGAS inh
Clc1cccc(CSc2nnc3ccc(-c4ccncc4)nn23)c1	-14.8	-7.7	-4.8
CCCc1noc(CN2CCN(c3ccccc3C)CC2C)n1 (centres undefined)	9.0	·	-9.2
Cc1sc(N/N=C\c2ccco2)nc1-c1ccccc1	1.5	-3.5	-1.7
O=C(Cn1ccnc1-c1ccccc1)N1CCCC2(CCNCC2)CC1	4.4	·	1.2
C=CCN1CCN(c2ccc(F)cc2F)C(=O)C1C (centres undefined)	-0.5	-4.2	1.5
N#CC1C(=N)Oc2n[nH]c(C(F)(F)F)c2C1c1ccccc1F (centres undefined)	-1.2	4.8	2.8
CS(=O)c1nncn1Cc1csc(Cc2ccccc2)n1 (centres undefined)	-4.6	·	-8.6
COCCCc1nc(-c2cc(Cl)sc2Cl)cs1	-0.1	·	-15.2
O=C(CCCNC(=O)c1ccc(=O)[nH]c1)Nc1ccc(Cl)cc1	5.0	·	-3.5
CN(C)CC1(O)CCCN(CC(=O)Nc2cnn(C)c2)CC1 (centres undefined)	-2.3	·	-2.2
CC(Sc1nnc2ccccn12)C(=O)Nc1ncc(Cl)cc1Cl (centres undefined)	1.3	-7.2	-6.6
CCOc1ccc(C#N)cc1NCC(=O)N1CCCC(C)C1 (centres undefined)	0.3	·	-1.9
CCOC(=O)CC1(NC(=O)C2CCC(=O)N(CCc3ccccn3)C2)CCCCC1 (centres undefined)	-8.5&8.9	·	-6.5&-1.4
CCc1nc2n(n1)C(=O)C(C(c1ccccc1F)N1CCN(CCO)CC1)S2 (centres undefined)	-2.8	-8.4	-5.7
CCC(C)(NC(=O)c1cccc(Oc2nccs2)c1)C(=O)OC (centres undefined)	2.3	·	4.3
COc1cccc(-c2cc(C(=O)N3CCN(c4cccc(C(F)(F)F)c4)CC3)n(-c3ccc(C)cc3C)n2)c1	-3.8	-3.8	-9.4
COc1cc(C2c3c(n[nH]c3C)OC(=N)C2C#N)cc(OC)c1OC (centres undefined)	0.3	·	-3.3
Cc1[nH]c(-c2ccoc2)nc1-c1ccccc1	-5.9	·	0.9
Cc1ccc(C)c(S(=O)(=O)N2CCN(c3ccc([N+](=O)[O-])cn3)CC2)c1	-5.8	·	0.5
CCn1c(/C(Cl)=C/c2csnn2)nc2cc(F)ccc21	0.6	-11.1	-5.8
Cc1ccc(C(=O)NC2COc3c2ccc(Cl)c3Cl)c(=O)[nH]1 (centres undefined)	11.9	·	-9.0
Nc1c(C(=O)CSc2nnc(-c3cccs3)n2C2CC2)c(=O)[nH]c(=O)n1C1CC1	-1.2	·	3.3
CC1=[N+]([O-])C(C)(C)CC(C)c2ccccc21 (centres undefined)	-8.7	·	-1.0
Cc1cc(C)n(CCC(=O)N(Cc2ccccc2Cl)C2CC2)c(=O)n1	6.0	-3.5	1.4
CCC(=O)N1CCN(c2nc3c(s2)CC(C(=O)N2CCC(C)CC2)CC3)CC1 (centres undefined)	·	-6.9	-21.3
CC(C(=O)Nc1ccc(Cl)cc1)n1nc(-c2ccco2)oc1=O (centres undefined)	-4.2	·	-4.1
Cc1nnc(SCC(C)Cn2c(N3CCCC3)nc3c2c(=O)[nH]c(=O)n3C)s1 (centres undefined)	·	-9.6	-10.0
COc1ccc(C(=O)Nc2nc(-c3ccc(Br)cc3)cs2)cc1OC	-6.0	-6.2	-4.9
Cc1ccc2nc(COC(=O)Cn3cnc4c3c(=O)n(C)c(=O)n4C)cc(=O)n2c1	11.3	·	-7.5
CC(C)C(=O)N1CCN(c2c(F)c(F)c(F)c(F)c2F)CC1	6.6	·	-0.1
COc1ccc(CC(=O)Nc2cc(C)nn2-c2nc(-c3cccs3)cs2)cc1OC	-8.1	-9.1	-5.4
CCc1ccc2nc(NC3=NCN(CC4CCCO4)CN3)nc(C)c2c1 (centres undefined)	-1.7	·	-1.2
CC[C@@H](NC(C)=O)C(=O)NCc1ccc2[nH]c(-c3ccc(F)cc3)c(C)c2c1	·	-11.1	-1.2
CCCN1CCC(Cc2noc([C@@H]3CCCCN3)n2)CC1	5.0	·	-4.5
Cc1nc(-c2c(C)c(C)nn(C)c2=O)sc1C(=O)Nc1ccccc1	-2.0	·	4.6
COc1ccc(CCNC(=O)c2ccc(-c3ccc(OC)c(OC)c3OC)s2)cc1OC	2.7	-10.3	-11.1
Cc1cccc(N=Nc2c(O)[nH]c3ccc(Br)cc23)c1C	-1.1	·	-3.1
CC1(C)CC(=O)C2=C(C1)OC1=C(C2)C(=O)CC(C)(C)C1	9.9	·	-3.5
COC(=O)Cn1c(=O)c2c(nc(-n3nc(C)cc3C)n2C(C)C)n(C)c1=O	9.8	·	-5.8
CC(Oc1cc2oc(=O)cc(-c3ccccc3)c2cc1Cl)C(N)=O (centres undefined)	-13.4	·	3.0
O=P1(NCCO)C=C(c2ccccc2)OC(c2ccccc2)=C1	10.1	·	-7.0
CCN1CCCC(C)(C(=O)NCc2nccn2Cc2ccccc2)C1 (centres undefined)	-1.3	-8.4	-3.7
CC(C)CNC(=O)c1ccccc1N1CCC(NC(=O)c2ccc3c(c2)OCO3)CC1	18.8	-6.9	-12.4
CC(OC(=O)CC1CCCO1)c1c(F)cccc1N1CCOCC1 (centres undefined)	4.3	-15.1	-6.4
Nc1nc(NC(=O)C(Cl)(Cl)Cl)nn1-c1ccccc1	-3.7	-2.1	-1.3
CCn1cc(C(CC(=O)N2CCC3(CC2)OCCO3)c2cccc(C)c2)c2ccccc21 (centres undefined)	1.2	-5.5	-2.7
CCOC(=O)C1=C(CN2CCNC(C)C2)N(CC)C(=O)NC1c1ccccc1C (centres undefined)	19.2	·	-7.3
O=C(O)/C=C/C(=O)NNC(=O)C1CC2CCC1C2 (centres undefined)	2.7	·	1.4
COc1ccc(S(=O)(=O)NCCOc2ccccc2F)cc1[N+](=O)[O-]	-1.6	·	-4.6
CC(C)Cc1ccc(CN2CCC3(CCNC(=O)CC3)CC2)s1	·	-3.6	-8.9
CCCC(=O)NC(c1ccccc1OC)c1ccc2cccnc2c1O (centres undefined)	-2.7	·	-5.9
CCC(=O)N1CCC1(C)C(=O)Nc1ccc2scnc2c1 (centres undefined)	-1.1	-6.2	-12.5
CNc1nnc(SC(C)c2nnc(-c3ccc(C)cc3)o2)s1 (centres undefined)	-0.5	·	1.0
COc1ccc(-n2c(SCc3ccc(Cl)c(Cl)c3)nnc2-c2cccc(C)c2)cc1	-1.3	-3.4	-7.2

Going on with the list:
canonical_smiles	NPYLR7 ag	mcGAS inh	hcGAS inh
CCn1c(O)c(C(C)=Nc2sc3c(c2C#N)CCC3)c(=O)n(CC)c1=S	10.1	·	-5.1
O=C(Nc1ccc(Oc2ccc(Cl)cc2)c(Cl)c1)c1cc(I)cc(I)c1O	-20.7	·	2.9
NC(=O)CN1CCN(Cc2ccc(Cl)c3cccnc23)CC1	0.1	·	-7.1
O=C(Nc1nnc(SCCc2ccccc2)s1)c1ccco1	-2.6	2.8	-0.8
Cn1nnnc1SCC(=O)c1c(N)n(C2CC2)c(=O)[nH]c1=O	5.3	·	-7.2
Cc1nc2ccc(C(=O)N3CCNC(C(=O)O)C3)cc2[nH]1 (centres undefined)	27.3	·	-3.9
O=C(NCCCc1nnc2ccccn12)c1ccccc1N1CCCC1	21.2	·	-9.9
CCOc1cc(C(=O)Nc2cc(C(=O)N(C)C)ccc2Cl)ccn1	-2.3	·	-2.5
Cc1cc(=O)n2c(n1)SCC2CC(=O)N1CCCC1 (centres undefined)	-0.3	·	-2.6
O=C(O)c1cc(=O)[nH]c(=O)[nH]1	5.8	·	-2.1
CCN(CC)CCCNC(=O)Cn1ncn2cccc2c1=O	6.6	-4.5	-9.1
Cc1ccc(COC2C[C@](OCc3ccccc3C)(C(=O)NCC3CC3)C[C@H]3OC(C)(C)O[C@@H]23)cc1 (some centres undefined)	7.7	0.8	-5.3
COc1ccccc1-c1nn(CN(C)Cc2sccc2C)c(=S)n1C	1.0	·	-4.7
Cc1ccc(-n2ncc3c(C)nn(CC(N)=O)c(=O)c32)cc1C	6.4	·	-6.3
CN(C(=O)c1ccccn1)C(Cc1ccccc1)C1CCN(C(=O)c2cccc(-n3cccn3)c2)CC1 (centres undefined)	-2.7	-12.3	-5.4
Cc1cccc2c1NC1(CCN(S(=O)(=O)c3ccc(C(C)(C)C)cc3)CC1)NC2=O	-2.6	-5.6	-7.7
COc1cccc(CC(=O)NC2CCSc3ccc(F)cc32)c1 (centres undefined)	4.8	·	-16.2
Cc1ccc(Cn2cc(C(=O)NNC(=O)Nc3ccccc3)ccc2=O)cc1	2.6	·	-8.0
Cc1ccsc1C(=O)NCc1c(C)noc1C	-14.9	·	-8.9
CC(C)c1noc(C(C)N2Cc3ccccc3C(c3ccccc3)C2)n1 (centres undefined)	3.8	·	-10.2
CCSc1nc(NC(C)C)c2cnn(CCNC(=O)C34CC5CC(CC(C5)C3)C4)c2n1	0.9	-6.9	3.8
CC(C)(O)C#Cc1ccc(CN2CCn3nc(C(=O)O)cc3C2)s1	-16.8	-6.0	0.9
CC(C)n1cc(C(=O)N2CCN(C(=O)CC3CCCC3)CC2)c2nn(-c3ccccc3)c(=O)c-2c1	-4.7	-2.4	2.5
Cc1cc(C)c2nc(N(Cc3ccccn3)C(=O)c3cccc(S(C)(=O)=O)c3)sc2c1	-7.8	-7.9	-1.6
COc1ccc(C)c2sc(N(CCCN(C)C)C(=O)CS(=O)(=O)c3ccc(Cl)cc3)nc12	-1.1	-6.6	-3.2
CCOC(=O)c1c(NC(=O)c2ccc(Cl)cc2)sc(C(=O)Nc2ccccc2F)c1C	-14.5	1.9	-1.1
CCOc1ccc(-n2nnc3c(=O)n(CC(=O)N4CCC(C)CC4)cnc32)cc1	10.4	·	0.6

Shown with values under each structure: 3 of the compounds above
Order of values – NPYLR7 ag, mcGAS inh, hcGAS inh
> CCOc1ccc(C#N)cc1NCC(=O)N1CCCC(C)C1 (centres undefined)
  0.3, ·, -1.9
> CCOC(=O)CC1(NC(=O)C2CCC(=O)N(CCc3ccccn3)C2)CCCCC1 (centres undefined)
  -8.5&8.9, ·, -6.5&-1.4
> CCc1nc2n(n1)C(=O)C(C(c1ccccc1F)N1CCN(CCO)CC1)S2 (centres undefined)
  -2.8, -8.4, -5.7
